GLA spleen mod: qHTS Assay for Inhibitors and Activators of Human alpha-Galactosidase From Spleen Homogenate. human spleen homogenate, 4MU-alpha-Gal fluorescence, 40 min. Potency, µM (top dose mostly 80 µM), for the others: top-dose activity change, negative = inhibition, hits mostly inhibitors. 240,000 compounds, 0.008% hits;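 also: 0% = enzyme with vehicle and -100% = no enzyme basal signal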
Target sequence (P06280 32-429 limits assumed): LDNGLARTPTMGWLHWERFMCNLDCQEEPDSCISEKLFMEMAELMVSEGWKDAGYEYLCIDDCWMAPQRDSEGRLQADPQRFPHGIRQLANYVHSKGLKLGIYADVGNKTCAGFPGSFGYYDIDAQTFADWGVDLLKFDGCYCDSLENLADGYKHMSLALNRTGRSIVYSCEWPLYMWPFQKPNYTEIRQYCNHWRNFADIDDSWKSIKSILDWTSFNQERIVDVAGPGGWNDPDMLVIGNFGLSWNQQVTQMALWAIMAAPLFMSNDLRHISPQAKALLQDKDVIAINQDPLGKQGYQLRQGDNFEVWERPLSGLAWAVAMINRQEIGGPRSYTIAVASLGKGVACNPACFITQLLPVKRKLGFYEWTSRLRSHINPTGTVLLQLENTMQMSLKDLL
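qHTS titration in buffer at pH 5.0. Alpha-galactosidase activity in spleen homogenate was measured via 4-methylumbelliferone release from 1 mM fluorogenic substrate after 40 min at 37C and a pH 10 stop. AC50 came from Hill fits of control-normalized data.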
NPSR antag: qHTS Assay for Antagonists of the Neuropeptide S Receptor: cAMP Signal Transduction; Potency, µM (highest dose often 38.3 µM), for inactives: at the top dose activity change, negative = inhibition, actives largely listed as inhibitors; 220,000 compounds, 1% hits; AID 1461, 2008; CHO-NPSR cells, cAMP TR-FRET, antagonist mode; also: % is scaled to controls: 0 for no effect and ±100 for the full control effect; nearly all actives have a fitted effect of over 50% in size; many of its hits are not listed in these tables
Target sequence (Q6W5P4 whole entry, looked up): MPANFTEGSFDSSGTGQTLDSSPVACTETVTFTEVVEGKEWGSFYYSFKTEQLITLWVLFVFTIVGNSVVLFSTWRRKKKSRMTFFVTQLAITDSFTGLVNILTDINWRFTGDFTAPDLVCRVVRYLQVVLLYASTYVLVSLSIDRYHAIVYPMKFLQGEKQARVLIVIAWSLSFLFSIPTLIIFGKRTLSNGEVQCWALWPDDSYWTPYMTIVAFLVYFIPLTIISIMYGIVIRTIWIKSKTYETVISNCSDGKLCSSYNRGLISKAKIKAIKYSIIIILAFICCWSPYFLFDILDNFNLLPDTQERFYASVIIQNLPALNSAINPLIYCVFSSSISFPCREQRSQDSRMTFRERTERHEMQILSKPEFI
Tau fluor cs: Counterscreen qHTS for Inhibitors of Tau Fibril Formation, Fluorescence Polarization | tau K18 P301L Alexa594 fluorescence, heparin fibrillization | Potency, µM (doses to about 57.7 µM), without a hit: at the highest dose activity change, negative = decrease | 280,000 compounds, 0.93% hits | AID 1463, 2008; also: % is scaled to controls: 0 for no effect and ±100 for the full control effect; nearly all actives have a fitted effect of over 55% in size
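Human tau K18 P301L (15 uM unlabeled, 0.24 uM Alexa 594-labeled) in 100 mM sodium acetate pH 7 with 20 uM heparin, 6 hr at 37 C. ThT 30 uM added, 1 hr ambient; Alexa 594 FP and total fluorescence read at 555/632 nm.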
aGlu spleen mod: qHTS Assay for Inhibitors and Activators of Human alpha-Glucosidase From Spleen Homogenate. human spleen homogenate, 4-MU-alpha-glucoside fluorescence. Potency, µM (titrated, usually from 79.9 µM), for the others: top-dose activity change, negative = inhibition, most hits filed as inhibitors. 240,000 compounds, 0.006% hits. Lysosomal alpha-glucosidase (Homo sapiens), P10253;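 also: 0% = enzyme with vehicle and -100% = no enzyme basal signal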
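AC50 values come from Hill-equation fits of concentration-response data, normalized to no-enzyme and full-activity controls. Enzyme source: 1 ug human spleen homogenate; 1 mM fluorogenic 4-MU glucoside, pH 5.0 citrate buffer, 37 C, 40 min.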
GAA inhib: qHTS Assay for Inhibitors of Human alpha-Glucosidase as a Potential Chaperone Treatment of Pompe Disease. 200,000 compounds, 0.005% hits. Lysosomal alpha-glucosidase (Homo sapiens), P10253. Potency, µM (doses to about 76.9 µM), for the others: at the top dose activity change, negative = inhibition, hits mostly inhibitors. purified human GAA, 4-MU-alpha-glucoside fluorescence. AID 1466, 2008;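 also: plate controls were uninhibited enzyme wells for no effect and no-enzyme background for full effect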
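Read-out is 4-methylumbelliferone fluorescence (Ex 365/Em 440 nm) after NaOH/glycine stop at pH 10. Enzyme 4 nM, substrate 400 uM, pH 5.0 citrate buffer, 20 min room temperature; AC50 from Hill-equation concentration-response.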
ALDH1A1 block: qHTS Assay for Inhibitors of Aldehyde Dehydrogenase 1 (ALDH1A1). 220,000 compounds, 7.3% hits. Purified ALDH1A1, NADH fluorescence, propionaldehyde substrate. Potency, µM (titrated, usually from 75.3 µM), without a hit: at the top dose activity, negative = inhibition, actives largely listed as inhibitors. Aldehyde dehydrogenase 1A1 (Homo sapiens), P00352; active = well fitted inhibition curve with a large enough effect, not every such curve was filed as active; inconclusive = small, poorly fitted or top-dose-only effect, or another doubt; inactive = no such curve, though single readings can be large or run the other way;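 also: plate controls were no enzyme wells and a reference inhibitor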
Epigenetic derep: Quantitative High-Throughput Screen for Regulators of Epigenetic Control. AID 1865, 2009. murine LDR cells, GFP reporter derepression, 30 h. 280,000 compounds, 0.2% hits. Potency, µM (top dose mostly 53.9 µM), inactives show top-dose GFP activation, hits mostly activators; also: % of control where 0% means no effect; nearly all actives have a fitted effect of over 60% in size
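Readout is the number of GFP-expressing murine LDR cells, counted by cytometry following washing. Cells were treated with compound for 30 h at 37 C; the stably integrated CMV-GFP locus is normally silent.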
GAA glycogen: qHTS Assay for Inhibitors and Activators of Human alpha-Glucosidase Cleavage of Glycogen; Lysosomal alpha-glucosidase (Homo sapiens), P10253; recombinant GAA, glycogen substrate, Amplex Red glucose oxidase fluorescence; Potency, µM (series often up to 76.4 µM), without a hit: top-dose activity change, negative = inhibition, usual class: inhibitors; 300,000 compounds, 0.38% hits; AID 2100, 2009;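 also: 0% = full enzyme reaction and -100% = no-enzyme basal signal; the screen sought inhibitors and activators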
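Recombinant human enzyme (4 nM); glycogen substrate; 37 C, 40 min, pH 5.0. Readout: coupled glucose oxidase/Amplex Red fluorescence.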
The depositor's hits bear a star; ? = inconclusive; . = not tested or not shown; [ ] = remark or other dose. Unless noted, calls follow the shape of the dose curve; as a rule, active = well fitted curve in the direction sought with a large enough effect; inconclusive = small, poorly fitted or top-dose-only effect, or another doubt; inactive = no such curve, though single readings can be large; an effect the other way counts as inactive or inconclusive. Potency is read from the fitted curve at half-maximal effect.

The opening 2 entries as a preview:
SMILES	GLA spleen mod	NPSR antag	Tau fluor cs	aGlu spleen mod	GAA inhib	ALDH1A1 block	Epigenetic derep	GAA glycogen
CCCn1c(CC)nc([N+](=O)[O-])c1Sc1ccc(F)cc1	9%	-19%[46.1 µM]	1%	-4%	0%	6%	-1.1%	4%
NS(=O)(=O)c1cc2c(cc1Cl)NC(CC1CCCC1)NS2(=O)=O (stereo unspecified)	-1%	11%	-12%	0%	.	.	0.0%	-9%

This part in full, previewed entries included:
SMILES	GLA spleen mod	NPSR antag	Tau fluor cs	aGlu spleen mod	GAA inhib	ALDH1A1 block	Epigenetic derep	GAA glycogen
CCCn1c(CC)nc([N+](=O)[O-])c1Sc1ccc(F)cc1	9%	-19%[46.1 µM]	1%	-4%	0%	6%	-1.1%	4%
NS(=O)(=O)c1cc2c(cc1Cl)NC(CC1CCCC1)NS2(=O)=O (stereo unspecified)	-1%	11%	-12%	0%	.	.	0.0%	-9%
C[C@@H](C(=O)Nc1nc2ccc(F)cc2s1)N1C(=O)C2CC=CCC2C1=O (stereo partly specified)	2%	-13%	-12%	3%	1%	?	13%	-5%
COc1ccc(CN2C(=O)CCC2(C)C(=O)NC2CCCCC2)c(OC)c1 (stereo unspecified)	-2%	-6%[46.1 µM]	-4%	-17%	-7%	-9%	3.2%	2%
Cc1cc(C)n2c(SCc3cccs3)nnc2n1	5%	-9%[46.1 µM]	13%	-5%	2%	?	0.9%	6%
C=C(C)/C=N/NC(=S)Nc1ccc(S(=O)(=O)N2CCOCC2)cc1	3%	-1%	-20%	12%	.	.	0.0%	25µM*
CCOc1ccc(C(=O)NCCC2=CCCCC2)cc1OCC	-18%	-7%	4%	-8%	?	25µM*	-4.4%	25%
CNCC(O)CN(c1ccccc1)c1ccccc1 (stereo unspecified)	-5%	-3%	-10%	-1%	5%	-8%	-1.0%	-1%
Cc1ccc(NC(=O)c2ccc(CSc3ccccn3)cc2)cc1	-3%	-29%[46.1 µM]	-16%	-3%	3%	-17%	-1.0%	1%
CCC(C)NC(=S)Nc1ccc(F)cc1 (stereo unspecified)	0%	5%	0%	3%	.	.	1.1%	-7%
CCOc1ccc(/C(O)=C2\C(=O)C(=O)N(CCN(C)C)C2c2cccc(OC)c2OC)cc1Cl (stereo unspecified)	-10%	0%[46.1 µM]	3%	-11%	-14%	?	0.1%	-5%
S=C(NCc1ccco1)NC1CCCc2ccccc21 (stereo unspecified)	-6%	-26%	0%	0%	0%	-3%	-5.7%	4%
COc1ccccc1S(=O)(=O)Cc1ccc(C(=O)NCC2CCCO2)o1 (stereo unspecified)	4%	19%	-3%	-4%	-5%	9%	0.0%	-9%
CCC(=O)/C=C1\Sc2ccc(OC)cc2N1CC	6%	?	-16%	3%	-16%	?	-0.9%	15%
COc1cc(S(=O)(=O)Nc2ccccc2C)ccc1NC(=O)c1ccncc1	2%	-6%	-4%	-21%	4%	10%	0.6%	0%
COCCCNC(=O)CN(c1ccc(Cl)c(Cl)c1)S(C)(=O)=O	-1%	-3%[46.1 µM]	-3%	-8%	1%	7%	-1.0%	-4%
CCOCCCNC(=O)C(NC(=O)Cc1cccs1)c1ccc(OC)cc1 (stereo unspecified)	5%	-2%	4%	-1%	2%	1%	-1.1%	6%
Cc1cc(C=NCCCO)c(C)n1-c1cc(Cl)ccc1Cl	4%	5%	-11%	-1%	-10%	3.5µM*	1.1%	2%
Cn1ccnc1C(O)c1cc(C(C)(C)C)c(O)c(C(C)(C)C)c1 (stereo unspecified)	-7%	-4%[46.1 µM]	0%	2%	2%	?	?	?
Cc1cc(/C=C2\C(=N)N3N=C(C(C)C)SC3=NC2=O)c(C)n1-c1ccccc1	-2%	-28%	-1%	-10%	-6%	?	-6.1%	6%
COc1ccccc1NC(=O)COC(=O)/C=C/c1ccc2c(c1)OCO2	-8%	8%	-15%	5%	1%	?	1.1%	2%
COc1ccccc1NC(=O)Cn1nc(Cc2cccnc2)c2ccccc2c1=O	-1%	2%	10%	-3%	.	.	2.1%	1%
Cc1noc(NS(=O)(=O)c2ccc(NC(=O)c3ccc(OC(C)C)cc3)cc2)c1C	6%	49%	-9%	8%	13%	?	1.5%	8%
CCOc1ccc(N(CC(=O)Nc2c(C)cccc2C)S(=O)(=O)c2c(C)[nH]c(=O)[nH]c2=O)cc1	-1%	2%	7%	0%	.	.	1.6%	-2%
COc1cccc(C(=O)Nc2c3c(nn2-c2ccccc2C)CS(=O)C3)c1OC (stereo unspecified)	11%	-6%[46.1 µM]	-8%	-4%	-6%	-3%	-0.3%	-10%
COc1ccccc1C(=O)CSc1ccccn1	0%	12%	-3%	1%	3%	7%	-0.1%	-9%
CCOc1ccc(/C=C2\SC(N3CCc4ccccc4C3)=NC2=O)cc1	1%	-8%	-6%	4%	11%	-10%	4.1%	-7%
CC(=O)O[C@H]1CC2(C)[C@@H](C[C@@H](O)[C@H]3[C@@]4(C)CC[C@@H](O)[C@@H](C)[C@@H]4CC[C@@]32C)C1=C(CCC=C(C)C)C(=O)O (stereo partly specified)	-3%	-18%[46.1 µM]	1%	-9%	.	1%	-0.2%	.
Cc1ccc(C)c(NC(=O)c2nc(-c3ccccc3)n(-c3ccccc3)n2)c1	-9%	?	-10%	-11%	-8%	-12%	0.1%	1%
COc1ccc(OC)c(-c2csc(NC(=O)CSc3ccccc3)n2)c1	1%	-20%	?	-1%	-5%	-2%	-0.9%	-3%

Compound profiles (already shown). Screens in order: GLA spleen mod | NPSR antag | Tau fluor cs | aGlu spleen mod | GAA inhib | ALDH1A1 block | Epigenetic derep | GAA glycogen
COc1ccc(OC)c(-c2csc(NC(=O)CSc3ccccc3)n2)c1 reads 1% | -20% | ? | -1% | -5% | -2% | -0.9% | -3%
Cc1noc(NS(=O)(=O)c2ccc(NC(=O)c3ccc(OC(C)C)cc3)cc2)c1C reads 6% | 49% | -9% | 8% | 13% | ? | 1.5% | 8%
Cc1cc(C=NCCCO)c(C)n1-c1cc(Cl)ccc1Cl reads 4% | 5% | -11% | -1% | -10% | 3.5µM* | 1.1% | 2%

Next structures follow:
SMILES	GLA spleen mod	NPSR antag	Tau fluor cs	aGlu spleen mod	GAA inhib	ALDH1A1 block	Epigenetic derep	GAA glycogen
Cc1ccc(OCc2nnc(NC(=O)c3cccnc3)s2)cc1	2%	-3%	-13%	0%	.	.	-1.1%	4%
CCOC(=O)N/N=C/c1c(C)c(C(=O)c2ccc(F)cc2)n2ccccc12	8%	-28%	?	-1%	-8%	-4%	2.4%	-10%
CC(NC(=O)CSCc1ccccc1Br)c1ccccc1 (stereo unspecified)	-1%	-4%	-5%	0%	-1%	-5%	-0.9%	-5%
CC(Oc1ccc(Cl)cc1)C(=O)Nc1ncccn1 (stereo unspecified)	4%	2%[46.1 µM]	7%	-2%	-8%	0%	0.7%	11%
COc1ccccc1Nc1nnc(SCC(=O)NC(=O)Nc2ccc3c(c2)OCCO3)s1	11%	-16%	-2%	10%	1%	0%	2.1%	1%
CCc1ccc(C(=O)/C=C/c2cnn(C)c2C)s1	12%	-8%[46.1 µM]	-8%	-29%	8%	?	0.2%	-1%
O=Cc1cnc(N2CCN(c3ccccc3)CC2)s1	-1%	-13%	-12%	1%	14%	4µM*	6.9%	4%
Cn1c(NCc2ccco2)nc2c1c(=O)n(Cc1ccc(Cl)cc1Cl)c(=O)n2C	-15%	?	-25%	0%	-1%	1%	-1.1%	-2%
Cc1cccc2c(Cl)cc(=O)[nH]c12	-2%	0%[46.1 µM]	-1%	-3%	2%	-1%	-2.4%	5%
Fc1ccc(CNCc2cccc(Br)c2)cc1	-7%	7%	0%	-8%	0%	10%	-2.0%	6%
Cc1ccc(-c2cc(C(F)F)n3ncc(C(=O)N4CCc5ccccc54)c3n2)cc1	-2%	-19%	-6%	2%	7%	-7%	2.2%	1%
Cc1cc(N2CCCC2=O)ccc1S(=O)(=O)NCCOc1ccccc1	7%	-5%	-8%	-8%	3%	-15%	0.0%	-13%
O=C(NCc1cccnc1)C1CCC(CNS(=O)(=O)c2cccc3nsnc23)CC1 (stereo unspecified)	3%	7%	6%	1%	.	.	0.0%	3%
COc1cc(CN(C(=S)NCC(=O)NC2CC2)C2CCCC2)cc(OC)c1OC	-3%	6%	-11%	-2%	?	-3%	-1.1%	3%
CCn1c2ccccc2c2cc(NC(=O)CSc3nnc(-c4cccc(F)c4)o3)ccc21	0%	-1%[46.1 µM]	?	-7%	-4%	4%	0.1%	-3%
Cc1cccc(CSCCNC(=O)COc2ccc(Cl)cc2)c1	-3%	1%	-1%	0%	3%	1%	0.0%	-4%
COC(=O)C(NS(=O)(=O)c1ccc(NC(C)=O)cc1)C(C)C (stereo unspecified)	3%	12%[46.1 µM]	4%	-17%	-5%	2%	-1.3%	-5%
CCOC(=O)Cn1nc(C)c2c1CCCC2=O	3%	3%[46.1 µM]	6%	7%	3%	-2%	0.0%	1%
Cc1c(O)c(CN2CCCC2)cc2c3c(c(=O)oc12)CCC3	?	?	-22%	?	?	?	-0.3%	?
O=C(Nc1cnc2ccccc2c1)N1CCCCC1	-6%	-7%[46.1 µM]	3%	-4%	-1%	-1%	0.3%	6%
O=C1NCCCC1C(=O)N/N=C/c1ccc([N+](=O)[O-])cc1 (stereo unspecified)	3%	-1%	8%	-1%	.	.	1.1%	5%
COc1ccc(NC(=O)c2nc(SC)ncc2Cl)cc1	0%	-7%	-10%	-1%	.	.	-1.0%	-4%
Cc1cc(C=C2C(=O)c3ccccc3C2=O)c(C)n1-c1ccc(Cl)cc1	3%	-13%[46.1 µM]	-18%	-2%	-4%	2.2µM*	-12%	3%
NNC(=O)CCC(=O)Nc1ccccc1	-18%	11%	0%	0%	-3%	12%	0.6%	6%

Screening data from PubChem.

An excerpt. The share of hits here may be higher or lower than overall.
